ssDAF-12 act: S. stercoralis DAF-12 activation, primary screen | AID 652126 | activation, % at 6.8 µM | HEK293 ssDAF-12/GRIP1 lit1-tk-luc reporter, luminescence; % of 3 µM dafachronic acid response | 370,000 compounds, 1% hits;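 active = activation above the mean over all tested compounds plus 3 SD, cut at about 0.9% in these data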;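 also: 0% = DMSO-only wells and 100% = 3 µM delta7-dafachronic acid wells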
SMARCA2 activ: activators of SMARCA2 function; activation, % at 9.1 µM; 370,000 compounds, 1% hits; MG213 cells, MMTV-luciferase reporter, dexamethasone, overnight; AID 652017; in the data active = activation above about 7.8%;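 also: 0% = vehicle wells and 100% = reference activator wells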
sPLA2-III inh: Blocks human group III sPLA2 activity | QFRET BODIPY PC-A2 liposome hydrolysis, fluorescence | 370,000 compounds, 0.56% hits | AID 743126 | inhibition, % at 12.2 µM;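 active = inhibition above mean plus 3 SD of compounds lying within the high and low control bounds, cut at about 19% in these data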;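 also: 0% = median of test compound wells and 100% = no enzyme DMSO wells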
Target sequence (Q9NZ20 whole entry, looked up): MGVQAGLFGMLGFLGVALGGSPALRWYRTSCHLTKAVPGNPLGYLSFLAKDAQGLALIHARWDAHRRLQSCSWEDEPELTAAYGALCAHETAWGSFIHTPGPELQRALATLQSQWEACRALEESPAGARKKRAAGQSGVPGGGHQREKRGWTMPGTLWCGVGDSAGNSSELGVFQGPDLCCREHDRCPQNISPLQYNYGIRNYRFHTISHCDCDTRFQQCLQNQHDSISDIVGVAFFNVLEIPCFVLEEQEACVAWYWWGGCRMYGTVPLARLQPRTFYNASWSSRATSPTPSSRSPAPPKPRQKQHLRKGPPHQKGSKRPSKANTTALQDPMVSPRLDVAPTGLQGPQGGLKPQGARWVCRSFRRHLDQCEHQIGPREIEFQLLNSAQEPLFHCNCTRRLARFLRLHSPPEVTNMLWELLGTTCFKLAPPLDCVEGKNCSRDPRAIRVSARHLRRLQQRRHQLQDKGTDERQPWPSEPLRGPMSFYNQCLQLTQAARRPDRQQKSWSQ
Rev-erbA mod: Rev-erb alpha (human) modulation | Rev-erbα–FITC-DNA binding, fluorescence polarization, 90 min | 370,000 compounds, 0.79% hits | activity, % at 10 µM | P20393;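 active = activity above about 14%, limit read from the data; passing the limit was not always enough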;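 also: 0% = DMSO wells with 35 nM protein and 100% = DMSO wells with 750 nM protein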
PG9 binder: small molecules binding HIV-1 gp120 antibody PG9; TR-FRET gp120-PG9 antibody binding; inhibition, % at 6.7 µM; 360,000 compounds, 0.43% hits; AID 624416; in the data active = inhibition above about 8.5%
hcDAF12 agonist: H. contortus DAF-12 activation, primary screen. HEK293 hcDAF-12 lit1-tk-luc reporter, luminescence; 0% DMSO, 100% Δ7-dafachronic acid. activation, % at 6.8 µM. 370,000 compounds, 1.4% hits. AID 652067;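 active = activation above the mean of all tested compounds plus 3 SD, cut at about 5.5% in these data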;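 also: 100% = response to 3 µM Δ7-dafachronic acid high control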
GAA850 FXN act: activators of GAA850 frataxin (FXN) promoter; HEK293 lucGAA850 FXN promoter luciferase reporter, 24 h; percent of 10 µM SAHA response; activation, % at 6 µM; 360,000 compounds, 0.56% hits; AID 540364;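 active = activation above the average of all compounds screened plus 3 SD, cutoff fixed separately per campaign, cut at about 7.5% in these data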;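 also: 0% = DMSO wells and 100% = 10 µM SAHA wells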
DAX1 inh-1: inhibitors of DAX1 repression of SF-1 activated StAR promoter; 370,000 compounds, 1.1% hits; HEK293T StAR-luciferase reporter, SF-1/DAX-1 repression relief; AID 652010; inhibition, % at 6.8 µM;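 active = inhibition above the mean over all tested compounds plus 3 SD, cut at about 3.6% in these data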;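 also: 0% = DAX-1 cells with DMSO and 100% = cells lacking DAX-1 with DMSO; higher inhibition means more luminescence from relief of DAX-1 repression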
hgDAF-12 ag: hgDAF-12 agonism, primary luciferase screen | HEK293 GAL4-hgDAF12 UAS-luciferase reporter, agonist luminescence; normalized to butyrate control | activation, % at 6.8 µM | 370,000 compounds, 1.8% hits | AID 687014;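 active = activation above a cutoff set at the mean of all screened compounds plus 3 SD, cut at about 10% in these data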;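 also: 0% = DMSO wells and 100% = sodium butyrate wells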
DAX1 inh-2: NR0B1 (DAX1) inhibition; HEK293 Gal4-DAX1 luciferase reporter, luminescence; 340,000 compounds, 0.99% hits; AID 504766; P51843; inhibition, % at 6.75 µM;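 active = inhibition above the mean over all tested compounds plus 3 SD, cut at about 4.2% in these data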;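 also: 0% = DAX1-transfected cells with DMSO and 100% = empty-vector control cells with DMSO; inhibition shows as a rise in luminescence from relieved DAX1 repression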
Target sequence (P51843 207-470 limits assumed): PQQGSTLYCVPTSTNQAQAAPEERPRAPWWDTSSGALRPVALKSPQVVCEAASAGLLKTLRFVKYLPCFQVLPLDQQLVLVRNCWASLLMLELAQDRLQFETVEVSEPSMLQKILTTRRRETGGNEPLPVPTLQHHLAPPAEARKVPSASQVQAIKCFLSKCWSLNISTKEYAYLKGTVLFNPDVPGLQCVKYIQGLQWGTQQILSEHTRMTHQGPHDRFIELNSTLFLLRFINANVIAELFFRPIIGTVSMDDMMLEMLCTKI
PLCb3 inh: PLC-beta3 (human) inhibition, primary screen | inhibition, % at 12.2 µM | AID 720704 | Purified PLC-beta3, fluorogenic substrate, fluorescence | 370,000 compounds, 0.18% hits; in the data active = inhibition above about 11%;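 also: 0% = median of compound wells on plate and 100% = full blocker control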
The depositor's hits bear a star; & = joins results of further samples.

`CCSc1nc(-c2ccccc2)c(-c2ccccc2)n1CC(O)CO` (stereo not given) gave ssDAF-12 act -0.9, SMARCA2 activ 0.6, sPLA2-III inh 2.0, Rev-erbA mod 4.3, PG9 binder -1.2, hcDAF12 agonist -0.3, GAA850 FXN act -9.5, DAX1 inh-1 -0.7, hgDAF-12 ag 2.4, DAX1 inh-2 1.7 and PLCb3 inh -1.1.
Screening C/C(=N\Nc1ncc(Cl)cc1Cl)c1ccc(N2CCOCC2)cc1 returned ssDAF-12 act -1.3, SMARCA2 activ 1.1, sPLA2-III inh 7.8, Rev-erbA mod -1.0, PG9 binder -0.9, hcDAF12 agonist 1.2, GAA850 FXN act -0.3, DAX1 inh-1 2.2, hgDAF-12 ag 9.1, DAX1 inh-2 1.5 and PLCb3 inh -10.3.
For Cc1ccc(S(=O)(=O)N2CCC(C(=O)N3CCc4ccccc43)CC2)cc1 the results were ssDAF-12 act -0.4, SMARCA2 activ -2.2, sPLA2-III inh 6.8, Rev-erbA mod -5.0, PG9 binder 0.0, hcDAF12 agonist 1.6, GAA850 FXN act 2.5, DAX1 inh-1 2.2, hgDAF-12 ag -1.9, DAX1 inh-2 1.3 and PLCb3 inh 2.4.
COc1ccccc1CNC(=O)C1CCN(S(=O)(=O)c2cccc3nonc23)CC1 was read as ssDAF-12 act -1.4, SMARCA2 activ -1.9, sPLA2-III inh -3.7, Rev-erbA mod 5.0, PG9 binder 0.4, hcDAF12 agonist -2.1, GAA850 FXN act 0.0, DAX1 inh-1 -0.3, hgDAF-12 ag 0.8, DAX1 inh-2 -2.0 and PLCb3 inh -1.7.
COc1cc(C(C)=O)ccc1OCC(=O)OC(C)C(=O)c1ccc(F)cc1 (stereo not given) was read as ssDAF-12 act -1.4, SMARCA2 activ -0.9, sPLA2-III inh 12.9, Rev-erbA mod -1.9, PG9 binder 0.6, hcDAF12 agonist 0.3, GAA850 FXN act 1.4, DAX1 inh-1 0.4, hgDAF-12 ag -1.3, DAX1 inh-2 -0.5 and PLCb3 inh -3.2.
Screening COc1cccc(N2C(=O)C3C(C2=O)C2C=CC3C23CC3)c1 (stereo not given) returned ssDAF-12 act -1.2, SMARCA2 activ 1.0, sPLA2-III inh -3.1, Rev-erbA mod -0.1, PG9 binder -0.8, hcDAF12 agonist 0.0, GAA850 FXN act -0.6, DAX1 inh-1 0.7, hgDAF-12 ag -0.2, DAX1 inh-2 0.0 and PLCb3 inh -1.6.
Screening O=C(NCCC1=CCCCC1)c1cc(-c2ccncc2)nc2ccccc12 returned ssDAF-12 act -0.5, SMARCA2 activ -3.5, sPLA2-III inh -8.7, Rev-erbA mod -2.9, PG9 binder 0.9, hcDAF12 agonist -0.9, GAA850 FXN act -0.1, DAX1 inh-1 -0.6, hgDAF-12 ag 3.0, DAX1 inh-2 0.6 and PLCb3 inh -3.6.
Screening O=C(O)C1C2C=CC3(CN(Cc4ccco4)C(=O)C13)O2 (stereo not given) returned ssDAF-12 act 0.1, SMARCA2 activ -1.1, sPLA2-III inh -5.5, Rev-erbA mod 10.1, PG9 binder -2.3, hcDAF12 agonist -2.4, GAA850 FXN act 1.4, DAX1 inh-1 0.4, hgDAF-12 ag -2.6, DAX1 inh-2 1.0 and PLCb3 inh 2.8.
For COc1ccc(CCNC(=O)CSc2ccccn2)cc1 the results were ssDAF-12 act -2.0, SMARCA2 activ -1.5, sPLA2-III inh -3.7, Rev-erbA mod 3.8, PG9 binder 0.8, hcDAF12 agonist -0.4, GAA850 FXN act 1.2, DAX1 inh-1 -0.2, hgDAF-12 ag 0.5, DAX1 inh-2 -0.9 and PLCb3 inh -4.4.
Cn1c(=O)c2c(ncn2CCOC(=O)C(C)(C)Oc2ccc(Cl)cc2)n(C)c1=O was read as ssDAF-12 act -0.7, SMARCA2 activ -4.8, sPLA2-III inh 5.5, Rev-erbA mod 0.2, PG9 binder -0.7, hcDAF12 agonist 2.1, GAA850 FXN act 1.8, DAX1 inh-1 -0.7, hgDAF-12 ag 1.6, DAX1 inh-2 -0.6 and PLCb3 inh 0.7.
CCn1nc(C)c(NC(=O)c2ccc(Br)o2)c1C was read as ssDAF-12 act -1.0, SMARCA2 activ 0.8, sPLA2-III inh -2.6, Rev-erbA mod -3.1, PG9 binder -0.6, hcDAF12 agonist -0.9, GAA850 FXN act -1.2, DAX1 inh-1 -0.3, hgDAF-12 ag -1.9, DAX1 inh-2 0.0 and PLCb3 inh 3.0.
COC(=O)C1CCN(C(=O)C2CCN(C(=O)[C@H](C)NS(=O)(=O)c3ccc(C)cc3)CC2)CC1 was read as ssDAF-12 act -1.4, SMARCA2 activ -0.3, sPLA2-III inh -3.6, Rev-erbA mod 5.7, PG9 binder -2.0, hcDAF12 agonist -0.4, GAA850 FXN act 1.0, DAX1 inh-1 -0.8, hgDAF-12 ag 3.5, DAX1 inh-2 2.1 and PLCb3 inh 6.8.
`CNCCCc1[nH]nc(N)c1C#N` gave ssDAF-12 act -1.1, SMARCA2 activ 0.5, sPLA2-III inh 6.8, Rev-erbA mod -7.2, PG9 binder 1.5, hcDAF12 agonist -0.4, GAA850 FXN act -0.1, DAX1 inh-1 0.7, hgDAF-12 ag 0.1, DAX1 inh-2 -0.3 and PLCb3 inh 1.7.
Screening S=C(NCC1CCCO1)NC12CC3CC(CC(C3)C1)C2 (stereo not given) returned ssDAF-12 act -1.3, SMARCA2 activ -1.2, sPLA2-III inh 11.4, Rev-erbA mod 0.4, PG9 binder -1.1, hcDAF12 agonist -0.3, GAA850 FXN act 2.0, DAX1 inh-1 0.1, hgDAF-12 ag -3.4, DAX1 inh-2 0.8 and PLCb3 inh 1.5.
`O=C(CN1C(=O)S/C(=C\c2ccccc2)C1=O)NC1CCS(=O)(=O)C1` (stereo not given) gave ssDAF-12 act -1.4, SMARCA2 activ -2.4, sPLA2-III inh 5.1, Rev-erbA mod -3.6, PG9 binder -0.1, hcDAF12 agonist -1.8, GAA850 FXN act -0.5, DAX1 inh-1 -2.1, hgDAF-12 ag -0.8, DAX1 inh-2 0.1 and PLCb3 inh -3.2.
`O=S(=O)(Nc1ccc(Cl)cn1)c1cccs1` gave ssDAF-12 act -0.8, SMARCA2 activ 5.7, sPLA2-III inh 2.1, Rev-erbA mod -1.9, PG9 binder -2.0, hcDAF12 agonist 0.2, GAA850 FXN act -0.9, DAX1 inh-1 0.3, hgDAF-12 ag 1.4, DAX1 inh-2 0.5 and PLCb3 inh -10.1.
`Cc1ccc(OCC(=O)NNC(=O)c2cccnc2)cc1C` gave ssDAF-12 act 0.1, SMARCA2 activ 5.1, sPLA2-III inh -3.4, Rev-erbA mod -2.9, PG9 binder 0.5, hcDAF12 agonist 2.5, GAA850 FXN act -2.2, DAX1 inh-1 -0.2, hgDAF-12 ag 1.1, DAX1 inh-2 -1.0 and PLCb3 inh -0.5.
`CN1CCN(CCCn2cnc3c(=O)oc4ccccc4c32)CC1` gave ssDAF-12 act -0.9, SMARCA2 activ -0.7, sPLA2-III inh 0.9, PG9 binder 2.1, hcDAF12 agonist -0.3, GAA850 FXN act 0.8, DAX1 inh-1 -0.5, hgDAF-12 ag -0.4, DAX1 inh-2 -0.4 and PLCb3 inh 0.9.
For CCOC(=O)C1=C(C)NC(C)=C(C(=O)OCC)C1C(=O)OCC(=O)N1CCCCC1CC (stereo not given) the results were ssDAF-12 act -1.1&-0.7, SMARCA2 activ -2.9&-1.3, sPLA2-III inh 8.3&6.9, Rev-erbA mod 6.1&4.0, PG9 binder 0.6&-1.1, hcDAF12 agonist -0.4&-0.1, GAA850 FXN act 4.3&1.1, DAX1 inh-1 -0.2&0.5, hgDAF-12 ag 0.2&0.7, DAX1 inh-2 3.9 and PLCb3 inh -101.8&-54.8.
For O=C(O)C1CCCCC1C(=O)N1CC=C(c2ccccc2)CC1 (stereo not given) the results were ssDAF-12 act -2.2, SMARCA2 activ -4.0, sPLA2-III inh -1.9, Rev-erbA mod -3.6, PG9 binder 0.6, hcDAF12 agonist -3.8, GAA850 FXN act -9.1, DAX1 inh-1 -1.0, hgDAF-12 ag -8.1, DAX1 inh-2 -1.6 and PLCb3 inh -0.8.
Screening CCCCC(c1nnnn1CC1CCCO1)N1CCN(c2nc3ccccc3s2)CC1 (stereo not given) returned ssDAF-12 act -1.6, SMARCA2 activ -0.2, sPLA2-III inh -2.0, Rev-erbA mod 4.2, PG9 binder -0.7, hcDAF12 agonist -1.7, GAA850 FXN act -3.1, DAX1 inh-1 -0.8, hgDAF-12 ag -0.8, DAX1 inh-2 -0.7 and PLCb3 inh -0.3.
For COc1ccccc1Oc1c(C)oc2cc(OC(=O)c3ccco3)ccc2c1=O the results were ssDAF-12 act -0.8, SMARCA2 activ -1.2, sPLA2-III inh -7.9, Rev-erbA mod -1.6, PG9 binder -1.5, hcDAF12 agonist -0.2, GAA850 FXN act 1.8, DAX1 inh-1 -0.3, hgDAF-12 ag -4.0, DAX1 inh-2 0.4 and PLCb3 inh inactive.
Screening Nn1c(SCC(=O)Nc2ccccc2F)nnc1C1CCCCC1 returned ssDAF-12 act -1.3, SMARCA2 activ -1.6, sPLA2-III inh 3.6, Rev-erbA mod -2.3, PG9 binder -2.1, hcDAF12 agonist 0.9, GAA850 FXN act 0.2, DAX1 inh-1 2.8, hgDAF-12 ag 0.9, DAX1 inh-2 -0.3 and PLCb3 inh -7.6.
Screening CSc1nc(C)c(C(=O)C[n+]2ccc(C)cc2)cc1C#N returned ssDAF-12 act -1.3, SMARCA2 activ 1.4, sPLA2-III inh -3.9, Rev-erbA mod 4.5, PG9 binder -1.3, hcDAF12 agonist -0.8, GAA850 FXN act -1.2, DAX1 inh-1 -0.1, hgDAF-12 ag -0.7, DAX1 inh-2 1.1 and PLCb3 inh -11.2.
COc1ccc(C(=O)O/N=C(\N)c2ccc(OC)c(OC)c2)cc1 was read as ssDAF-12 act -0.5, SMARCA2 activ 2.8, sPLA2-III inh -1.1, Rev-erbA mod -4.0, PG9 binder -2.3, hcDAF12 agonist 2.4, GAA850 FXN act 3.7, DAX1 inh-1 0.7, hgDAF-12 ag 4.6, DAX1 inh-2 2.7 and PLCb3 inh -2.6.
For CCOC(=O)CNc1nc(Cl)c(C#N)s1 the results were ssDAF-12 act -1.8, SMARCA2 activ -0.9, sPLA2-III inh -2.0, Rev-erbA mod -1.9, PG9 binder -1.7, hcDAF12 agonist -0.8, GAA850 FXN act 0.5, DAX1 inh-1 -0.4, hgDAF-12 ag -1.8, DAX1 inh-2 1.8 and PLCb3 inh 0.3.
For CC(C)Nc1nc(NC(C)C)nc(SCCOC(=O)Nc2ccc(Cl)cc2Cl)n1 the results were ssDAF-12 act -1.6, SMARCA2 activ -2.4, sPLA2-III inh -7.3, Rev-erbA mod 4.4, PG9 binder -1.8, hcDAF12 agonist -0.3, GAA850 FXN act -0.3, DAX1 inh-1 -0.4, hgDAF-12 ag -0.2, DAX1 inh-2 0.3 and PLCb3 inh -1.9.
